# Screening results deposited in PubChem BioAssay by Johns Hopkins Ion Channel Center.
# TRPC4 potent = positive allosteric modulators of TRPC4, primary screen, cell-based, mouse TRPC4beta, HEK293 mu-opioid, Fluo-4 calcium; B-score at 10 µM; 0.42% of 310,000 active; AID 2227, 2009; Short transient receptor potential channel 4 (Mus musculus), Q9QUQ5; DAMGO EC20, Fluo-4 Ca2+ flux; stronger effect = higher value;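 active = B-score of calcium response area above 5 SD of library B-scores, with initial fluorescence ratio within 5 SD of library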;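 note: B-score of integrated fluorescence ratio over time as area under calcium response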
# TRPC6 inh = mouse TRPC6 channel inhibitors, primary screen, cell-based, HEK293, membrane potential dye; AID 2553, 2010; ACh-evoked depolarization; stronger effect = lower value; 1.1% of 310,000 active; B-score at 10 µM; Short transient receptor potential channel 6 (Mus musculus), Q61143;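 active = B-score under library mean minus 3 SD, initial fluorescence not abnormally high, positive integrated signal ratio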;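 note: B-score derived from integrated fluorescence ratio over the kinetic read; more negative B-score means stronger inhibition of depolarization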
# TRPC4 agonist = activators of mouse TRPC4 channel, primary screen, Fluo4 calcium, HEK293 TRPC4beta/mu-opioid cells. Short transient receptor potential channel 4 (Mus musculus), Q9QUQ5. Fluo4 calcium fluorescence; stronger effect = higher value. B-score at 10 µM. 0.49% of 310,000 active. AID 2237, 2010;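 active = B-score above 5 SD of library B-scores, and initial fluorescence ratio not above library mean plus 5 SD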;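 note: positive B-score marks a calcium rise read as TRPC4 activation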
#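 Material: TRPC4beta and mu-opioid receptor HEK293 stable cells | Incubation: 45 min room-temperature Fluo4 loading, 110 s read | Detection: Kinetic Fluo4 calcium fluorescence | Measure: Integrated baseline-normalised fluorescence ratio, converted to per-well B score | Benchmarks: Low control buffer alone, high control maximal DAMGO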
# MrgX1 ag = agonists of human MrgX1 receptor, primary screen, HEK293 cells, Fluo-4 calcium flux; Mas-related G-protein coupled receptor member X1 (Homo sapiens), Q96LB2; Fluo-4 calcium fluorescence, agonist mode; stronger effect = higher value; B-score at 10 µM; 0.44% of 310,000 active;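 active = calcium response B-score plate-corrected fluorescence ratio at least 3 library SD, with starting fluorescence B-score inside 5 SD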
# Target sequence (Q96LB2 whole entry, looked up): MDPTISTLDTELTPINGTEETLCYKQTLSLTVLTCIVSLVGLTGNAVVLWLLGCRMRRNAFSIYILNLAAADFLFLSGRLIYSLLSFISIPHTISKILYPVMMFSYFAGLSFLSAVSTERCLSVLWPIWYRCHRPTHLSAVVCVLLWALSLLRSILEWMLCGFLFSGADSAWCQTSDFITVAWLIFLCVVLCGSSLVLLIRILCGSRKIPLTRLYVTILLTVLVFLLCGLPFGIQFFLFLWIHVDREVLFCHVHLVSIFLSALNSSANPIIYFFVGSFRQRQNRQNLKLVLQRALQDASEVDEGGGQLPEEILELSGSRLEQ
#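 Test system: Stable human MrgX1 HEK293 cell line | Schedule: Overnight plating before 1 h dye loading | Read-out basis: Baseline-normalised fluorescence change ratio, B-scored | Detection: Kinetic calcium dye fluorescence, Fluo-4 NW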
# TRPC4 inh = inhibitors of mouse TRPC4 channel, primary screen, Fluo4 calcium, HEK293 TRPC4beta/mu-opioid cells | 0.39% of 300,000 active | DAMGO-evoked Fluo4 calcium flux; stronger effect = lower value | Short transient receptor potential channel 4 (Mus musculus), Q9QUQ5 | B-score at 10 µM;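 active = B-score over 3 SD under the library average, no early fluorescence shift, positive overall ratio signal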
#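 Signal: kinetic Fluo4 fluorescence imaging of calcium influx. Material: stable TRPC4beta/mu-opioid receptor HEK293 cells. Probe or stimulus: DAMGO in two steps, submaximal then maximal.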
# MrgX1 antagonist = antagonists of human MrgX1 receptor, primary screen, HEK293 cells, Fluo-4 calcium flux | B-score at 10 µM | Mas-related G-protein coupled receptor member X1 (Homo sapiens), Q96LB2 | BAM8-22 antagonism; stronger effect = lower value | 1.3% of 310,000 active | AID 588676, 2011;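 active = calcium-response B-score plate-corrected more than 3 library SD below zero, starting fluorescence within 5 deviations, no agonist response on first addition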;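 note: peak minus trough fluorescence over baseline after final BAM8-22 challenge near maximal dose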
# MrgX1 PAM = positive allosteric modulators of MrgX1, primary screen, HEK293 cells, Fluo-4 calcium flux; FDSS; stronger effect = higher value; B-score at 10 µM; 0.63% of 310,000 active;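 active = plate-corrected calcium response at least 3 library SD above typical, normal starting fluorescence, not activating the receptor alone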;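 note: compound read alongside a low EC10 to EC30 dose of BAM8-22 agonist; peak minus trough fluorescence over baseline measured at the second addition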
# TRPC6 act = mouse TRPC6 channel activators, primary screen, cell-based, HEK293, membrane potential dye. 0.13% of 310,000 active. B-score at 10 µM. AID 2550, 2010. HEK293-TRPC6 membrane potential dye fluorescence; stronger effect = higher value. Short transient receptor potential channel 6 (Mus musculus), Q61143;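 active = B-score of the integrated fluorescence ratio above library mean plus 3 SD, and starting fluorescence ratio within library mean plus 5 SD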;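 note: higher score means more depolarization so channel activation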
# ANO1 activ = TMEM16A chloride channel activators or potentiators, primary screen, cell-based, HTS. HEK293 TMEM16A/YFP-H148Q/I152L, iodide quench fluorescence; stronger effect = lower value. B-score at 10 µM. 0.3% of 340,000 active. AID 623877, 2012;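 active = fluorescence-ratio B-score plate-corrected deviation score at least 3 library SD below zero, with starting fluorescence score within 5 deviations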;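 note: channel opened by trigger with iodide after compound preincubation; score built on the fluorescence ratio of max minus min over baseline; more negative score means more quench and so TMEM16A activation or potentiation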
# TMEM16A inh = TMEM16A chloride channel inhibitors, primary screen, cell-based, HTS | Anoctamin-1 (Mus musculus), Q8BHY3 | HEK293 TMEM16A/YFP iodide influx fluorescence, ionomycin | normalized B-score (activity score, 25-100; higher = stronger inhibition) at 10 µM | 1.2% of 310,000 active;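 active = ratio plate-corrected score three or more library SD toward inhibition, starting fluorescence score within five deviations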;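 note: score derived from kinetic fluorescence span divided by baseline fluorescence per well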
# RGS4 block = RGS4 inhibitors, primary screen, cell-based, HEK293 M3R inducible RGS4, calcium flux; Regulator of G-protein signaling 4 (Homo sapiens), P49798; Fluo-4 calcium flux; stronger effect = higher value; triggered by carbachol at its EC20; B-score at 10 µM; 0.45% of 310,000 active; AID 463165, 2010;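 active = B-score, a plate-corrected calcium signal, over three deviations above library mean, with baseline fluorescence within five deviations of library mean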;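 note: RGS4 expression induced by doxycycline in cells with stable M3 receptor; B-score is computed from the integrated fluorescence ratio over baseline after carbachol; higher B-score means a larger calcium signal and so more RGS4 inhibition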
# Target sequence (P49798 whole entry, looked up): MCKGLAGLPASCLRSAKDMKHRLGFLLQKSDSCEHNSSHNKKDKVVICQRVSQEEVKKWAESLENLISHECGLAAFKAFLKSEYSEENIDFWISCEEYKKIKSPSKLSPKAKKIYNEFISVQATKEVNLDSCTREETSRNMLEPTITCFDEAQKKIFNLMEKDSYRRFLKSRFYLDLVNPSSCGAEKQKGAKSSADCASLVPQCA
# Numbers without * were called inactive; i = inactive; . = not tested or not shown.
SMILES,TRPC4 potent,TRPC6 inh,TRPC4 agonist,MrgX1 ag,TRPC4 inh,MrgX1 antagonist,MrgX1 PAM,TRPC6 act,ANO1 activ,TMEM16A inh,RGS4 block
O=C(CNC(=O)c1ccco1)OCC(=O)c1ccc2ccccc2c1,i,i,i,i,i,i,i,i,i,i,i
COc1ccc(C(=O)/C=C/C(=O)N(Cc2ccccc2OC)C(C(=O)NC2CCCCC2)c2ccncc2)c(O)c1 (stereo not given),i,i,i,i,i,i,i,i,i,i,i
Cc1nc2ccc(C(=O)Nc3ccc(N(C)C)cc3)cc2s1,i,i,i,i,i,i,i,i,i,i,i
Cc1nn(CC(=O)NCc2cccc3ccccc23)c(=O)c2ccccc12,i,i,i,i,i,i,i,i,i,i,i
Cc1cccc(C)c1Nc1nnc(SCc2nc3ccccc3s2)s1,i,i,i,i,i,i,i,i,i,i,i
CC(C)CNC(=O)c1ccc(Cl)c(Cl)c1,i,i,i,i,i,i,i,i,i,i,i
CC1CCN(C(=O)CSc2nnc(CNc3ccc(F)cc3)n2Cc2ccco2)CC1,i,i,i,i,i,i,i,i,i,i,i
COc1nc(N(C)C)nc(N(C)c2cc(Cl)cc(Cl)c2)n1,i,i,i,i,i,i,i,i,i,i,i
CC(O)[C@H]1CC[C@H]2[C@@H]3CC[C@H]4C[C@@H](O)CC[C@]4(C)[C@H]3C(=O)C[C@]12C (stereo not given in full),i,i,i,i,i,i,i,i,i,i,i
COc1ccc(-n2nnnc2SCC(=O)Nc2nnc(C)s2)cc1,i,i,i,i,i,i,i,i,i,i,i
Nc1nonc1OCCc1ccccc1,i,i,i,i,i,i,i,i,i,i,i
C=CCn1c(SCc2nc3cc(C(=O)OC)ccc3c(=O)[nH]2)nc2sc(CC)cc2c1=O,i,i,i,i,i,-4.8*,i,i,i,i,i
CCOC(=O)c1sc(NC(=O)CSc2n[nH]c(CC)n2)nc1C,i,i,i,i,.,i,i,i,i,i,i
COc1ccc(-c2[nH]ncc2CN2CCN(C(=O)c3ccco3)CC2)cc1F,i,i,i,i,i,i,i,i,i,i,i
CC(=O)c1cc(-c2ccccc2)n(CC(=O)NC2CCCCC2)c1C,i,i,i,i,i,i,i,i,i,i,i
COc1cc(C(=O)NCCNC(=O)C2CCCNC2=O)cc(OC)c1OC (stereo not given),i,i,i,i,i,i,i,i,i,i,i
CC(Nc1nc(N2CCCC2)nc2ccccc12)c1ccccc1 (stereo not given),i,-6.87*,i,i,i,i,i,i,i,i,i
COc1ccccc1OCC(=O)Nc1cccc(N(C)S(C)(=O)=O)c1,i,i,i,i,i,i,i,i,i,i,i
CC(=O)N1N=C(c2ccncc2)OC12CCCC2,i,i,i,i,i,i,i,i,i,i,i
CC1(c2nnc(-c3ccncc3)o2)CC(c2cccnc2)=NO1 (stereo not given),i,i,i,i,i,i,i,i,i,i,i
COc1ccccc1N1CCN(C(=O)c2cc3c(-c4ccc(Cl)cc4)nn(C)c3s2)CC1,i,i,i,i,i,i,i,i,i,i,i
CCCCCOc1ccc(Cl)cc1CN1CCOCC1,i,i,i,i,i,i,i,i,i,i,i
COc1ccc(CCC(=O)NCC(=O)OCc2ccccc2)cc1,i,i,i,i,i,i,i,i,i,i,i
CN(Cc1ccc(F)cc1)C(=O)c1cc(COc2ccc(F)cc2F)on1,i,i,i,i,i,i,i,i,i,i,i
O=C(CC(=O)N/N=C/c1ccc(O)cc1)N/N=C/c1ccc(O)cc1,i,i,i,i,i,i,i,i,i,i,i
c1c2c(cc3sc(N4CCCCC4)nc13)OCO2,i,i,i,i,i,i,i,i,i,i,i
O=C(Nc1ccccc1N1CCCC1)c1ccco1,i,i,i,i,i,i,i,i,i,i,i
N#Cc1ccc(-c2cccnc2)nc1SCC(=O)Nc1sc2c(c1C#N)CCC2,i,i,i,i,i,i,i,i,i,i,i
CCC1CCCCN1C(=O)c1c[nH]c2ccc(S(=O)(=O)N(C)c3ccc(Cl)cc3)cc2c1=O (stereo not given),i,i,i,i,i,i,i,i,i,i,i
COc1ccc(C(=O)c2sc(Nc3ccccc3)nc2N)cc1,i,i,i,i,i,i,i,i,i,i,i

# A run of entries taken from the entries so far, for reference:
SMILES,TRPC4 potent,TRPC6 inh,TRPC4 agonist,MrgX1 ag,TRPC4 inh,MrgX1 antagonist,MrgX1 PAM,TRPC6 act,ANO1 activ,TMEM16A inh,RGS4 block
N#Cc1ccc(-c2cccnc2)nc1SCC(=O)Nc1sc2c(c1C#N)CCC2,i,i,i,i,i,i,i,i,i,i,i
CCC1CCCCN1C(=O)c1c[nH]c2ccc(S(=O)(=O)N(C)c3ccc(Cl)cc3)cc2c1=O (stereo not given),i,i,i,i,i,i,i,i,i,i,i

# Next part
SMILES,TRPC4 potent,TRPC6 inh,TRPC4 agonist,MrgX1 ag,TRPC4 inh,MrgX1 antagonist,MrgX1 PAM,TRPC6 act,ANO1 activ,TMEM16A inh,RGS4 block
CC(C)(C)OC(=O)NCCc1nnc(SCc2ccccc2Cl)o1,i,i,i,i,i,i,i,i,i,i,i
c1ccc2c(c1)Cc1ccccc1O2,.,.,.,i,.,i,i,.,i,i,.
O=C(NCc1ccc2c(c1)OCO2)c1c(Cl)cccc1Cl,i,i,i,i,i,i,i,i,i,i,i
CCN(CC(=O)NCCc1ccccc1)S(=O)(=O)c1ccc(C)cc1,i,i,i,i,i,i,i,i,i,i,i
Cc1cc(C)cc(OCC(=O)N/N=C/c2ccco2)c1,i,i,i,i,i,i,i,i,i,i,i
COc1ccc(NC(=O)c2cccc3c2C(=O)N(C2CCCCC2)C3)cc1,i,i,i,i,i,i,i,i,i,i,i
CC1(C)COC(c2ccc(F)c([N+](=O)[O-])c2)=N1,i,i,i,i,i,i,i,i,i,i,i
CC(=O)c1cccc(NC(=O)CN(c2ccc(F)cc2)S(C)(=O)=O)c1,i,i,i,i,i,i,i,i,i,i,i
Cc1ccc(/C=c2\sc3n(c2=O)CN(c2ccc(Br)cc2)CN=3)o1,i,-5.57*,i,i,i,i,i,i,i,i,i
CCC12CN(C(=O)c3ccc(C)cc3)CC(CC)(CN(C(=O)c3ccc(C)cc3)C1)C2=O,i,i,i,i,i,i,i,i,i,i,i
CC1CC(C)CN(S(=O)(=O)c2cccc(C(=O)OCCN3CCCC3=O)c2)C1 (stereo not given),i,i,i,i,i,i,i,i,i,i,i
Cc1ccc(/C=N/NC(=O)c2ccc(N(C)S(=O)(=O)c3ccccc3)cc2)cc1,i,i,i,i,i,i,i,i,i,i,i
CCN(CC)CCCN(CC(=O)N(C)Cc1ccccc1)C(=O)c1ccc([N+](=O)[O-])cc1,i,i,i,i,i,i,i,i,i,i,i
COc1ccc(C(CNS(=O)(=O)c2ccc(F)cc2)N2CCN(C)CC2)cc1 (stereo not given),i,i,i,i,i,i,i,i,i,i,i
COc1ccc(N2CC(C(=O)N3CCN(C(=O)c4ccco4)CC3)CC2=O)cc1 (stereo not given),i,i,i,i,i,i,i,i,i,i,i
Cc1ccc(C(=O)NC2CCSC2=O)cc1 (stereo not given),i,i,i,i,i,i,i,i,i,i,i
COC(=O)c1sc2ccccc2c1-n1cccc1C(=O)C(=O)Nc1ccc(OC)cc1,i,i,i,i,i,i,i,i,i,i,i
COc1cc(/C=C(\C#N)C(=O)Nc2ccc(SC(F)F)cc2)cc(OC)c1OC,i,i,i,i,i,i,i,i,i,i,i
COc1ccc(CC(=O)Nc2cc(S(=O)(=O)N3CCCCC3)ccc2C)cc1OC,i,i,i,i,i,i,i,i,i,i,i
O=[N+]([O-])c1ccc(N2CCN(S(=O)(=O)c3ccc4ccccc4c3)CC2)cc1NCC1CCCO1 (stereo not given),i,i,i,i,i,i,i,i,i,i,i
COc1ncccc1-c1nnn(-c2ccccc2Br)n1,i,i,i,i,i,i,i,i,i,i,i
Cn1cc(S(=O)(=O)N2CCOCC2)cc1C(=O)NCCc1ccccc1,i,i,i,i,i,i,i,i,i,i,i
COc1ccc(NC(=O)CN(C)C(=O)/C=C/c2cn(-c3ccccc3)nc2-c2cccs2)cc1,i,i,i,i,i,i,i,i,i,i,i
O=C(O)CCC(=O)N1CCN(Cc2ccc3c(c2)OCO3)CC1,i,-6.83*,i,i,i,i,i,i,i,i,i
COc1ccc(/C=C2/CCc3ccccc3C2=O)cc1OC,i,i,i,i,i,i,i,i,i,i,i
COC(=O)c1ccccc1NC(=O)CN(c1ccccc1)S(=O)(=O)N(C)C,i,i,i,i,i,i,i,i,i,i,i
c1ccc2c(c1)[nH]c1c(N3CCN(C4CCCCC4)CC3)ncnc12,i,i,i,i,i,i,i,i,i,i,i
CC1=CC(C)(C)N=C(Nc2nc(C)c3cc(C)cc(C)c3n2)N1,i,i,i,i,i,i,i,i,i,i,i
O=C(CSc1ccc(-c2cccc([N+](=O)[O-])c2)nn1)N1CCCC1,i,i,i,i,i,i,i,i,i,i,i
CCOC(=O)c1c(N=CN(C)C)c2cc([N+](=O)[O-])cnc2n1C,i,-5.67*,i,i,i,i,i,i,i,i,i
CC(C)[C@H](NC(=O)c1nn(Cc2ccccc2)c(=O)c2ccccc12)C(=O)O,i,i,i,i,i,i,i,i,i,i,i
COc1ccc(C(NC(=O)C(C)C)c2c(O)ccc3ccccc23)cc1OC (stereo not given),i,i,i,i,i,i,i,i,i,i,i
COc1ccc(CSc2n[nH]c(C)n2)cc1Br,i,i,i,i,i,i,i,i,i,i,i
COc1ccc(CNCC(=O)Nc2cc(OC)cc(OC)c2)cc1,i,i,i,i,i,i,i,i,i,i,i
